sEH inhibitor: inhibitors of human soluble epoxide hydrolase | actives 0.34% (n = 91,000) | inhibition, % at 2 µM | P34913 | AID 707 | recombinant human sEH enzymatic activity assay; in the data active means inhibition above about 80%; further: values of inactives mirror those of a sister screen read the other way; many of its hits are not listed in these tables
Target sequence (P34913 whole entry, looked up): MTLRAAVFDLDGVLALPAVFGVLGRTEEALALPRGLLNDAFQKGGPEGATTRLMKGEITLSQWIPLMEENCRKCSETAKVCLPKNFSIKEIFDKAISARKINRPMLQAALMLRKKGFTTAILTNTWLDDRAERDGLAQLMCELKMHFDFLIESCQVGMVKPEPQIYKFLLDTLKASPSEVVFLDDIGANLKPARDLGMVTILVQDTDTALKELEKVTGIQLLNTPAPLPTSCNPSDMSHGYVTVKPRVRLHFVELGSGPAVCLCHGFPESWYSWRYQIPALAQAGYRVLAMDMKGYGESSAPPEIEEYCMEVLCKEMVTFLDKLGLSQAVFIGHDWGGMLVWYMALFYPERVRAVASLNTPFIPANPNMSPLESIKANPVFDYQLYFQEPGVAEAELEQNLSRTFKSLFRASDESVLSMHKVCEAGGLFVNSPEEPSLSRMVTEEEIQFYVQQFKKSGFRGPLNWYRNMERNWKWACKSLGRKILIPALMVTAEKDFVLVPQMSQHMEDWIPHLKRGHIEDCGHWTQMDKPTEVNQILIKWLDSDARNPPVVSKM
Plk1 PBD FP: inhibitors of human Plk1 polo box domain binding. actives 0.13% (n = 97,000). Plk1 PBD phosphopeptide binding, fluorescence polarization. inhibition, %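 (tested at about 20 µM)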; in the data active means inhibition above about 34%, passing the limit was not always enough
Ecoli WT expand: growth inhibitors of E. coli BW25113 wild type. OD600 absorbance. growth inhibition, % at 100 µM. actives 0.15% (n = 98,000);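 active means growth inhibition above about 50% at one test dose, limit read from the data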;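 further: growth measured after 20 h incubation at 37 °C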
VCAM1 TNFa inh: reduces TNF alpha induced VCAM1 expression in HUVEC; inhibition, % at 2 µM; HUVEC TNFa-induced VCAM-1 immunofluorescence, high-content imaging; AID 802; actives 0.48% (n = 95,000);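 active means inhibition above the batch mean plus 3 SD, with images confirmed as a hit by eye, cut at about 37% in these data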;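 further: 0% = TNF-stimulated DMSO wells and 100% = unstimulated control wells; not every result past the cut was called active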
PLK1 kinase inh: blocks human PLK1 kinase activity; inhibition, % at 10 µM; actives 0.53% (n = 97,000); P53350; AID 619; recombinant PLK1 kinase, TR-FRET peptide phosphorylation;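 active means inhibition of 50% or more in the single-concentration screen; inactive means inhibition below 50%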;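 further: 0% = DMSO max control and 100% = H-89 dihydrochloride min control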
DAT uptake mod: changed human dopamine transporter uptake under cocaine IC80. AID 449768. B-score at 10 µM. LLC-PK1 hDAT cells, [14C]-dopamine uptake with cocaine IC80; actives deviate in either direction. actives 1.3% (n = 110,000);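 active means Z score or B-score, a plate-position-corrected score, falls beyond the plate's 99.7% confidence bounds, in either direction; inactive means both scores lie inside the 99.7% bounds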;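 further: scored against the spread of the other compound wells on the same plate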
IL1B cytotox: HUVEC cytotoxicity counter-screen, IL-1B stimulated. HUVEC cell count loss, Hoechst imaging. cell count reduction, % at 2 µM. actives 0.41% (n = 94,000). AID 845;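 active means cell count reduction more than 3 SD above the screen-wide mean, cut at about 70% in these data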;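 further: normalized per plate to untreated control cells as the no-loss baseline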
TNFa cytotox: HUVEC cytotoxicity counter-screen, TNF alpha stimulated; HUVEC TNFalpha-stimulated, Hoechst cell count, imaging; actives 0.17% (n = 93,000); cell count reduction, % at 2 µM;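 active means cell count reduction exceeding the screen mean by over 5 SD, scaled to untreated wells per plate, cut at about 78% in these data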;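 further: cells counted after 24 h of TNF alpha exposure following the 1 h pretreatment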
F-actin modifier: cytoskeleton assembly modification | HUVEC TNFa F-actin phalloidin imaging, high content | inhibition, % at 2 µM | actives 0.18% (n = 91,000);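 active means inhibition above the batch mean plus 3 SD and confirmed as a hit by visual image inspection, cut at about 30% in these data, passing the limit was not always enough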; further: strong numbers were not always called active
* hit, by the source's call; . = not tested or not shown.

Structure,sEH inhibitor,Plk1 PBD FP,Ecoli WT expand,VCAM1 TNFa inh,PLK1 kinase inh,DAT uptake mod,IL1B cytotox,TNFa cytotox,F-actin modifier
CSc1nnc(-c2sc3cc(C(F)(F)F)cnc3c2-c2cccnc2)n1C,-9,3,1,8,-3,0.051,33,5,-5
COc1ccc(CC(=O)N2CCN(C(=O)Cc3ccc(OC)cc3)CC2)cc1,-7,18,2,6,-9,0.16,-8,-2,3
COC(=O)c1cn(CC(=O)NC2CCCCCC2)c2ccccc12,34,0,.,8,-9,0.11,29,-13,10
COc1cc2c(cc1OC)C(C(=O)NCCN1CCOCC1)C1c3ccccc3CCN1C2=O (stereo unspecified),.,3,6,-2,-24,0.97,-16,-31,25
COc1ccc(Cn2nnnc2C(c2ccccc2OC)N2CCC(C(N)=O)CC2)cc1 (stereo unspecified),-3,41,6,17,-12,1.1,-17,2,-3
COC(=O)c1ccccc1N1C(=O)C2C(C1=O)C1C=CC2C12CC2 (stereo unspecified),8,31,-4,-9,-12,-1.4,1,-7,18
Cc1ccc2nc(NC(=O)C3CCN(S(=O)(=O)c4cccnc4)CC3)sc2c1,9,18,3,2,-19,0.51,2,-6,-15
Cc1ccc(C(=O)/C=C/c2ccc3c(c2)OCO3)o1,-7,-33,16,16,64*,0.013,-24,-25,-1
O=C(N1CCCCC1)C12CC3CC(CC(C3)C1)C2,6,-12,.,-22,-4,-0.29,27,.,3
CC(C)C(=O)Nc1nnc(SCC(=O)NC2CC2)s1,3,-5,3,-15,-7,-0.96,-10,-3,-27
N#Cc1nc(COc2cccc(Cl)c2)oc1N1CCN(c2ccccc2)CC1,-5,-29,-17,0,-13,0.53,2,-31,5
CC(=O)c1ccc(NC(=O)c2cc3nc4c(c(C(F)(F)F)n3n2)CCCC4)cc1,-6,-11,-6,18,-15,.,-18,-1,-1
COCCN1Cc2cccc(C(=O)Nc3c(C)cccc3C)c2C1=O,-15,-5,6,-6,-7,-0.36,-3,-2,.
Nc1nonc1C(=O)N/N=C/c1ccc(-c2cccc([N+](=O)[O-])c2)o1,54,-7,-5,-4,-5,-1.9,-2,-8,0
O=[N+]([O-])CC(=Nc1ccc(Cl)cc1)N/N=C\c1oc(O)c2ccccc12,-2,-20,3,9,-7,.,9,-13,4
Cc1ccc(-c2nnn(CC(=O)N(Cc3cccs3)C(C(=O)NC3CCCC3)c3ccncc3)n2)cc1 (stereo unspecified),-3,-2,.,-3,-9,0.66,4,-60,8
O=C(Nc1cnn(Cc2ccccc2)c1)c1nc2ncccn2n1,10,12,4,-1,0,-0.16,-14,-17,-8
COc1ccccc1NC(=O)CCSc1nnnn1C,1,2,2,2,-9,.,-15,-21,-6
CCOc1cc(C(=O)N2CCCC2)cc(OCC)c1OCC,5,-15,4,12,-10,-0.14,14,-19,11
O=C(Cn1ncc2c1-c1ccccc1OC2)Nc1nc2ccccc2s1,7,2,11,21,3,-0.67,31,8,1
O=C(c1ccc(F)cc1)N1C2CCC1CC(O)(c1ccccc1F)C2 (stereo unspecified),.,15,0,-13,-19,-0.22,-15,-30,15
CCn1c(SCC(=O)Nc2ccc(C(C)=O)cc2)nc2nc3c(cc2c1=O)CCCC3,-14,18,-7,38,-8,-0.43,-3,64,-21
O=C(Nc1ccccc1)O/N=C(\c1ccccc1)c1ccccn1,-5,10,11,5,-10,0.95,-65,13,1
O=C(CC1OC(=O)c2ccccc21)NC1CCCCC1 (stereo unspecified),15,9,8,0,-5,-1.1,-21,-5,-2
Cc1ccnc(N2C(=O)c3cccc4c([N+](=O)[O-])ccc(c34)C2=O)c1,-4,2,3,52,-3,-0.38,21,1,20
COC(=O)C1=C(C)OC(N)=C(C#N)C1c1cc(OC)c(OCC(N)=O)cc1Cl (stereo unspecified),12,-9,11,3,-5,0.48,-61,-39,.
O=C(c1ccc(F)cc1)C(CCCCCC(CN1CCOCC1)C(=O)c1ccc(F)cc1)CN1CCOCC1 (stereo unspecified),-16,-4,-9,16,-1,-0.3,5,0,0
COc1ccc(OC)c2sc(N3CCN(c4ccccc4)CC3)nc12,.,36,.,-21,3,-1.7,-56,1,38
COC(=O)c1cc(CN2CCN(c3ccccc3C)CC2)ccc1O,18,19,3,0,6,-0.036,-8,-16,.
CC(NC(=O)c1cccc(Cn2cc([N+](=O)[O-])cn2)c1)c1ccc(C(C)(C)C)cc1 (stereo unspecified),9,13,-5,-1,-12,-0.14,-10,-15,-4
CCCOc1ccc(-c2nc(N)n[nH]2)cc1,-20,-11,15,-3,-9,0.22,2,-28,-12
O=C(O)CSc1nnc(-c2cccs2)n1-c1ccc(Cl)cc1,7,-11,-3,7,-12,0.58,8,-8,6
Cn1c(=O)n(CC(=O)N2CCOCC2)c2ccccc21,1,2,.,-10,1,-0.69,-4,21,-20
O=S1(=O)CCC(S(=O)(=O)N2CCCCCC2)C1 (stereo unspecified),-11,-8,-8,17,-8,0.31,-15,-14,8
COc1ccc(C(c2c[nH]c3ccccc23)c2c[nH]c3ccccc23)cc1O,-14,-11,2,12,-7,0.75,15,-19,5
CC(=O)c1cccc(NC(=O)C2CCCN(S(=O)(=O)c3ccccc3)C2)c1 (stereo unspecified),10,-3,1,2,-17,0.53,17,-15,14
CC1CCC(NC(=O)COc2ccccc2C(N)=O)CC1 (stereo unspecified),9,-1,-1,20,-3,-1.7,6,-5,6
CCN(CC)S(=O)(=O)c1ccc(-n2cnnn2)c(C)c1,-14,-23,3,4,-5,-0.7,-10,-47,34
CC(=O)N1CCN(C(=O)CCc2nc3ccccc3c(=O)[nH]2)CC1,5,-15,-5,-9,-11,0.099,-20,0,9
CC(C)n1c(O)c(/C=C2\C=Nc3ccccc32)sc1=Nc1ccccc1,-9,12,-18,8,-11,-0.87,-21,-14,29
CCN(CC)c1nc2ccccc2nc1C(C#N)C(=O)NCCCOC (stereo unspecified),1,10,1,-3,0,0.02,2,4,1
Cc1ccc(OCC(=O)OCc2c(C)noc2C)cc1C,13,-12,0,31,-3,-0.026,10,-11,-27
CCCCCn1c(Sc2nc3ccccc3s2)nc2c1c(=O)[nH]c(=O)n2C,-11,9,-7,-11,-12,1.4,0,-32,13
CCOC(=O)/C=C1\SCC(=O)N1CC(=O)Nc1ccc(OC)c(OC)c1,-1,-17,5,7,-14,-0.25,6,-30,6
Cc1noc(N)c1C(=O)Nc1ccc(F)c(Cl)c1,9,0,8,2,-2,0.076,-19,-6,28
Cc1cc(NC(=O)c2cccc(S(=O)(=O)N3CCCC3)c2)no1,16,24,-5,.,-8,-0.013,-36,.,.
CC(C)C(=O)Nc1ncc2c(n1)CC(c1cccs1)CC2=O (stereo unspecified),22,-11,.,27,-10,-0.63,-19,-15,-5
Cc1cccn2c(=O)c(C=Nc3ccccc3)c(NCc3ccco3)nc12,-9,-25,0,8,20,-0.29,6,3,-3
CCOc1ccc(-n2c(SCC(=O)Nc3cc(C)on3)nc3c([nH]c4ccccc43)c2=O)cc1,-1,-14,2,10,-11,-0.083,-6,-5,4
N#CC1=C(O)CCCn2c1nc1ccccc1c2=O,-3,2,-1,11,-9,0.63,30,25,.
CC1(C)CC2CC(C)(CN2C(=O)c2cc(-c3ccccc3O)on2)C1 (stereo unspecified),-3,-17,-10,2,-5,-0.14,-88,-9,-14
c1ccc(-c2nc(C3CCCCC3)no2)cc1,-11,-1,4,4,-6,1.1,-22,-1,14
COc1ccc(OC)c(NC(=O)CSc2nc3ccccc3cc2Cc2ccccc2)c1,9,-32,-23,0,-10,0.49,12,-7,-4
CN(C(=O)c1ccccn1)C1(C(=O)NC2CCCCC2)CCCCC1,-10,-12,-8,2,-9,-0.3,1,-10,11
CCN(CC)S(=O)(=O)c1ccc(NS(=O)(=O)c2ccc(C)c(C)c2)cc1,18,1,-3,-15,-6,1,-5,-13,24
COc1ccc(NC(=O)CSc2ncn(-c3ccccc3)n2)cc1Cl,12,-2,-2,11,-4,1,-1,3,-6
NC(=O)c1ccc(-n2nnnc2SCC(=O)Nc2ccccc2-c2ccccc2)cc1,0,-5,2,-5,11,0.43,-27,1,4
N#CN(CC(N)=O)c1nc(N2CCCCC2)nc(N2CCCCC2)n1,-16,23,-3,12,-4,0.18,-22,-12,-48
Nc1cc(N)nc(SCC(=O)NNC(=O)c2ccc(Cl)cc2)n1,-2,-15,3,24,-16,1,4,-3,2
COc1cc(C)c(S(=O)(=O)NCc2cccs2)cc1C,9,12,15,4,1,.,0,-31,0
O=C(CN1C(=O)C2CC=CCC2C1=O)Nc1nnc(SCc2ccc(Cl)cc2)s1 (stereo unspecified),-10,2,-5,1,-17,0.37,-19,2,5

Compound profiles, from the list above.
Entry for O=S1(=O)CCC(S(=O)(=O)N2CCCCCC2)C1 (stereo unspecified) → sEH inhibitor: -11; Plk1 PBD FP: -8; Ecoli WT expand: -8; VCAM1 TNFa inh: 17; PLK1 kinase inh: -8; DAT uptake mod: 0.31; IL1B cytotox: -15; TNFa cytotox: -14; F-actin modifier: 8
Entry for CC(C)C(=O)Nc1ncc2c(n1)CC(c1cccs1)CC2=O (stereo unspecified) → sEH inhibitor: 22; Plk1 PBD FP: -11; Ecoli WT expand: .; VCAM1 TNFa inh: 27; PLK1 kinase inh: -10; DAT uptake mod: -0.63; IL1B cytotox: -19; TNFa cytotox: -15; F-actin modifier: -5
Entry for O=C(Nc1cnn(Cc2ccccc2)c1)c1nc2ncccn2n1 → sEH inhibitor: 10; Plk1 PBD FP: 12; Ecoli WT expand: 4; VCAM1 TNFa inh: -1; PLK1 kinase inh: 0; DAT uptake mod: -0.16; IL1B cytotox: -14; TNFa cytotox: -17; F-actin modifier: -8
